# FBW7 activator = human FBW7 E3 ligase activation, primary screen; 0.13% of 650,000 active; normalized activity (activation), % at 26.1 µM; AID 1259310; Q969H0; AlphaScreen FBW7–phospho-cyclin E peptide binding, activator screen; in the data active means normalized activity above about 1.9%;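 further: purified mutant Fbw7 with reduced substrate affinity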
# Target sequence (Q969H0 whole entry, looked up): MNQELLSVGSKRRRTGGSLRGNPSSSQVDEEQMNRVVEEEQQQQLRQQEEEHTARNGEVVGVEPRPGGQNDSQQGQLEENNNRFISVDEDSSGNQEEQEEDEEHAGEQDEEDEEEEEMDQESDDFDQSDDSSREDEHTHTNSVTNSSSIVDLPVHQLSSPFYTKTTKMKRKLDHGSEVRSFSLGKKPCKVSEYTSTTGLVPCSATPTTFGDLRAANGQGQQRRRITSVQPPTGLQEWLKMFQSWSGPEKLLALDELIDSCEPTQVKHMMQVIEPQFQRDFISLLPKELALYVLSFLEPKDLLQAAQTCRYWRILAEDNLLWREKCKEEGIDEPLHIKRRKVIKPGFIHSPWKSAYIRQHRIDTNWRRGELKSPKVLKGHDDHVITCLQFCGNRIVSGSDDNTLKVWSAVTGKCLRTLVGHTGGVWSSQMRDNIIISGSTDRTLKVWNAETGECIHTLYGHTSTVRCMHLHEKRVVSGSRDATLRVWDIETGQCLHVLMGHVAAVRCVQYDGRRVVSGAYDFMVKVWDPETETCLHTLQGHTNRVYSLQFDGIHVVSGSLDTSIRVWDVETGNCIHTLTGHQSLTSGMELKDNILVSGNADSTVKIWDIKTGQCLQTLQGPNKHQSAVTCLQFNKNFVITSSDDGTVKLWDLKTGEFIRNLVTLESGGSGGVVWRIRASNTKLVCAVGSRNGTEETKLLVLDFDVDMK
# TEAD-YAP inh = TEAD-YAP interaction inhibition; HEK-TIYL cells, TEAD-Gal4/YAP UAS-luciferase luminescence; inhibition, % at 9.12 µM; 1.4% of 640,000 active; in the data active means inhibition above about 32%;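 further: 0% = median of test compound wells and 100% = reference inhibitor wells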
# MITF inh = human MITF inhibition, primary screen; AlphaScreen MITF homodimerization, bead proximity signal; inhibition, % at 2.6 µM; 0.91% of 650,000 active; in the data active means inhibition above about 50%;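 further: 0% = vehicle wells with protein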
# GPR151 activ = activates the human receptor GPR151 | Q8TDV0 | PathHunter beta-arrestin GPR151 cells, luminescence | activation, % at 11.2 µM | 1% of 650,000 active | AID 1508602; in the data active means activation above about 4.9%;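 further: 0% = median of compound wells and 100% = cells with positive control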
# * = called active by the depositor; & = joins results of further samples.
1) COc1ccc(CCNC(=O)c2ccc3c(=O)n(C4CCCCC4)c(=S)[nH]c3c2)cc1OC
2) CCOc1ccc(-n2c(C)cc(/C=N/NC=O)c2C)cc1
3) OCC(O)CN1CCc2ccccc21 (stereo not given)
4) COc1ccc(Br)cc1CNC(=O)Cc1c(C(=O)O)[nH]c2ccccc12
5) CCOc1cc(OCC)cc(C(=O)Nc2ccccc2C(=O)OC)c1
6) CCc1ccc(NC(=O)c2ccc(Cl)cc2)cc1
7) COc1ccc(C(=O)NC(=S)NCCO)cc1I
8) CCCCCn1c(=S)[nH]c2cc(C(=O)Nc3ccc(C)c(Cl)c3)ccc2c1=O
assay / entry | 1 | 2 | 3 | 4 | 5 | 6 | 7 | 8
FBW7 activator | -0.2 | -0.1 | 0.5 | 0.7 | -0.1 | -0.2 | 0.0 | -0.1
TEAD-YAP inh | -1.4 | 2.6 | -7.2 | 3.9 | -11.9 | -69.0 | -1.9 | 2.9
MITF inh | 8.3 | -2.2 | 6.0 | 5.6 | 11.7 | 3.1 | 10.5 | -1.9
GPR151 activ | -0.2 | 2.2 | -0.5 | 3.8 | 0.3 | -0.5 | 1.0 | 1.3

9) COc1ccc2oc(=O)c(-c3nnc(Nc4ccc(F)cc4)s3)cc2c1
10) O=C(/C=C/c1ccc(Cl)cc1Cl)N1CCN(c2ccc([N+](=O)[O-])c(NCc3ccc(Cl)cc3)c2)CC1
11) CCOC(=O)C1(Cc2ccccc2)CCN(Cc2cnc[nH]2)CC1
12) CCc1c(C)c(C#N)c2nc3ccccc3n2c1N1CCN(S(=O)(=O)c2ccc(F)cc2)CC1
13) N#CC1=C(N)n2c(nc3ccccc32)NC1c1ccc(Cl)cc1 (stereo not given)
14) COC(=O)Cn1nnc2ccccc2c1=O
15) CCOc1cc(/C=C2/C(=O)NN(c3ccc(C(=O)OC)cc3)C2=O)ccc1OCC(=O)O
16) O=C(Cc1ccccc1)Nc1cnn(-c2cccc(C(=O)Nc3ccc(N4CCOCC4)cc3)c2)c1
assay / entry | 9 | 10 | 11 | 12 | 13 | 14 | 15 | 16
FBW7 activator | -0.1 | -0.1 | 0.0 | 0.2 | -0.2 | 0.1 | 0.3 | 0.0
TEAD-YAP inh | -2.4 | 0.8 | -25.3 | -3.0 | 3.4 | 1.0 | 5.0 | -0.6
MITF inh | -4.2 | 6.8 | -7.7 | -18.9 | 3.0 | 5.3 | 31.1 | 7.4
GPR151 activ | -1.2 | 0.1 | -0.4 | 1.2 | 2.6 | -0.1 | 0.5 | -0.3

17) CC(=O)NCC1CCCN(c2nc3nonc3nc2N2CCCCC2)C1 (stereo not given)
18) O=C(NCc1cccc(Cl)c1)c1ccc2c(=O)n(C3CCCCC3)c(SCc3ccc(F)cc3)nc2c1
19) CCCCC(NC(=O)c1cccc(Br)c1)C(=O)O (stereo not given)
20) COc1cc(OC)c(NC(=O)c2sc3nc(C)nc(N4CCC(C)CC4)c3c2C)cc1Cl
21) Cn1nc(-c2ccccc2)cc1C(=O)NCCn1cnc(-c2ccccc2)cc1=O
22) CCCn1nnc(NC(=O)c2ccc(OC)c(Br)c2)n1
23) COc1ccc(CCN2C(=O)CC(C(=O)Nc3ccc(I)cc3)SC2=Nc2ccc(F)cc2)cc1OC (stereo not given)
24) NC(=O)CSc1nnc(Cc2csc(Nc3ccccc3)n2)n1Cc1ccccc1
assay / entry | 17 | 18 | 19 | 20 | 21 | 22 | 23 | 24
FBW7 activator | -0.1 | 0.0 | 0.0 | 0.0 | 0.1 | 0.0 | 0.1 | -0.1
TEAD-YAP inh | -20.2 | 4.1 | -0.8 | -1.6 | 2.4 | -7.1 | 6.9 | 8.0
MITF inh | -1.2 | -16.0 | -1.2 | -9.2 | 8.7 | 0.9 | 11.3 | 2.6
GPR151 activ | 0.9 | 0.3 | -0.8 | 0.1 | -0.8 | -0.7 | -0.5 | 1.1

25) Cc1cc(C)c2[nH]c(=O)c(CN(Cc3ccco3)C(=O)N(C)C)cc2c1
26) Cc1ccn2c(C(=O)NCc3ccc4c(c3)OCO4)c(C)nc2c1
27) Cc1c(/C=C/c2nc3ccc(I)cc3c(=O)n2-c2ccccc2)c2ccccc2n1C
28) O=C(COC(=O)Cc1ccc(-c2ccccc2)cc1)NNC(=O)c1ccccc1
29) Clc1ccc(Nc2ncnc3c2cnn3-c2ccccc2)cc1Cl
30) Nc1ccc2nc(SCc3cccc4nsnc34)sc2c1
31) FC(F)(F)C1(C(F)(F)F)N=C(Cc2ccccc2)OC(N2CCOCC2)=N1
32) COCCN1CSC(=S)N(Cc2ccco2)C1
assay / entry | 25 | 26 | 27 | 28 | 29 | 30 | 31 | 32
FBW7 activator | -0.1 | 0.2 | -0.1 | 0.1 | -0.2 | -0.1 | 0.0 | -0.1
TEAD-YAP inh | 5.3 | 3.2 | -6.0 | -4.9 | -18.6 | -1.2 | 6.6 | -5.7
MITF inh | -0.4 | 15.8 | -0.5 | 16.0 | -1.6 | 22.6 | 0.2 | 4.8
GPR151 activ | 0.9 | 0.3 | -0.4 | -3.7 | 0.4 | 0.3 | -0.3 | -0.3

33) COc1ccc(NS(=O)(=O)Cc2ccccc2Cl)cc1
34) COc1ccccc1-n1cc(CN2CCN3C(=O)[C@H](C)NC(=O)[C@H]3C2)cn1
35) COc1ccc(N=C2SCC(c3ccc([N+](=O)[O-])cc3)=NN2CCO)cc1
36) CC(C)c1ccc(OCC(=O)N(Cc2ccc(N(C)C)cc2)C2CCS(=O)(=O)C2)cc1 (stereo not given)
37) O=[N+]([O-])c1cccc(S(=O)(=O)NCC2COc3ccccc3O2)c1 (stereo not given)
38) COc1ccc(F)c(CN2CCN(Cc3ccc(OC)c(C)c3)C(CCO)C2)c1 (stereo not given)
39) N#Cc1cc2c(nc1SCc1cccnc1)CCCC2
40) Cc1cc(C)c(S(=O)(=O)N2CCCCC2)c(C)c1[N+](=O)[O-]
assay / entry | 33 | 34 | 35 | 36 | 37 | 38 | 39 | 40
FBW7 activator | -0.1 | -0.2 | -0.5 | -0.1 | 0.3 | 0.0 | 0.6 | -0.1
TEAD-YAP inh | 3.9 | -9.7 | 5.1 | 1.6 | 8.7 | 13.8 | -8.8 | -1.4
MITF inh | 0.3 | -20.2 | 3.4 | 9.8 | 24.2 | 4.3 | 21.2 | -15.1
GPR151 activ | 1.8 | -2.0 | -1.4 | 1.0 | -1.4 | -1.1 | -1.6 | 0.4

41) Cc1ccc(C(=O)N2CC(=O)Nc3ccccc32)cc1C
42) Cc1ccc(N2C(=O)c3ccc(C(=O)Nc4c[nH]c(=O)[nH]c4=O)cc3C2=O)c(C)c1
43) O=C(c1cn(C2CCC(NS(=O)(=O)c3cccc(F)c3)CC2)nn1)N1CCCC1 (stereo not given)
44) CC1=C(C(=O)Nc2ccc(C)cn2)C(c2cccnc2)C2=C(CC(C)(C)CC2=O)N1 (stereo not given)
45) C=C(C)CN(CC)Cc1ccc(N(C)C)cc1
46) Cc1ccc(C)c(-n2c(CNC(=O)c3cccs3)nnc2SCC(=O)N2N=C(c3cccs3)CC2c2ccc(F)cc2)c1 (stereo not given)
47) CCc1ccccc1NC(=O)NC1CCCCC1
48) CC(=O)c1cccc(NC(=O)CCN2C(=O)c3ccccc3C2=O)c1
assay / entry | 41 | 42 | 43 | 44 | 45 | 46 | 47 | 48
FBW7 activator | -0.2 | -0.1 | -0.4 | 0.0 | -0.2 | 0.0 | -0.1 | 0.0
TEAD-YAP inh | -5.3 | -8.2 | 3.8 | -1.3 | -3.5 | -4.6 | -4.9 | 7.8
MITF inh | 0.4 | -4.5 | 5.3 | 2.0 | 3.5 | -1.5 | -23.6 | 2.3
GPR151 activ | -0.3 | -1.2 | -0.1 | 1.2 | 1.6 | -1.2 | 0.1 | 0.5

49) Cc1ccc(COc2ccc3oc(C)c(C(=O)O)c3c2)cc1
50) Cc1ccnc(SC2CC(=O)N(c3ccc(Br)cc3)C2=O)n1 (stereo not given)
51) O=C(CCc1ccccc1)Nc1ccnn1C1CCN(Cc2nccs2)CC1
52) Cc1ccc(N(C(C)C(=O)Nc2cccc(C(F)(F)F)c2)S(C)(=O)=O)cc1 (stereo not given)
53) Nc1nnc(SCC2COc3ccccc3O2)s1 (stereo not given)
54) Cc1cc(C)c2c(=O)n(CC(=O)N3CCCCC3)sc2n1
55) CC(=O)NC(Cc1ccccc1C)C(=O)NC1CCN(c2nnnn2-c2ccccc2)CC1 (stereo not given)
56) N#Cc1cccc(CN2CCC(=O)N(Cc3c(F)cc(F)cc3F)CC2)c1
assay / entry | 49 | 50 | 51 | 52 | 53 | 54 | 55 | 56
FBW7 activator | -0.2 | -0.1 | -0.1 | 0.2 | 0.5 | -0.1 | 0.0 | -0.1
TEAD-YAP inh | -2.4 | -7.7 | 2.1 | -0.6 | -5.6 | 0.9 | 11.8 | 5.8
MITF inh | 5.2 | -2.3 | 12.5 | 5.0 | -3.6 | 24.7 | -4.8 | 5.5
GPR151 activ | -0.6 | -0.6 | 0.6 | -0.4 | -0.3 | -1.2 | 1.1 | -0.1

57) Cc1nnc(SCC#N)n1CCCN1CCCC1=O
58) Cc1cccc(-c2nc(CS(=O)CC(=O)NC3CCCC(C)C3C)c(C)o2)c1 (stereo not given)
59) CC(C)c1ccc(C2CC(c3cccs3)n3ncnc3N2)cc1 (stereo not given)
60) CC(=O)c1c(C)[nH]c(C(=O)OCC(=O)Nc2cccc(Br)c2)c1C
61) COc1ccc(NC(=O)c2sc3nc(-c4cccs4)ccc3c2N)c(OC)c1
62) CSc1ccc(CN2CCN(S(=O)(=O)c3ccccc3[N+](=O)[O-])CC2)cc1
63) COc1ccc(C(=O)OCCN2CCOCC2)cc1
64) CCC(C)n1c(=O)c2ccccc2n(Cc2nc(-c3ccc(C)cc3)no2)c1=O (stereo not given)
assay / entry | 57 | 58 | 59 | 60 | 61 | 62 | 63 | 64
FBW7 activator | 0.0 | -0.1 | -0.1 | 0.1 | 0.5 | 0.4 | 0.7 | 0.0
TEAD-YAP inh | 3.9 | 1.8 | 5.8 | 27.3 | 4.1 | -1.4 | -18.7 | 4.4
MITF inh | 1.0 | -2.8 | 3.1 | -3.8 | 9.0 | 56.7* | 15.4 | -1.8
GPR151 activ | 1.5 | 1.7 | 1.4 | -1.1 | -0.5 | -2.3 | -1.1 | -0.4

65) O=C(Nc1c(-c2cccs2)nc2ccccn12)c1cccc2ccccc12
66) CCn1c(SCCc2ccccc2)nc2ccccc2c1=O
67) COCCCNC(=O)CSc1nc2cc(C(=O)NCCc3ccc(OC)c(OC)c3)ccc2c2nc3ccccc3n12
68) O=[N+]([O-])CC(Nc1ccccc1)c1ccccc1 (stereo not given)
69) O=C(CC1CC2CCC1C2)N1CCN(Cc2ccc(Cl)cc2)CC1 (stereo not given)
70) Cc1ccc(OCC(=O)Nc2nn3c(C)nnc3s2)cc1C
71) CCOc1ccc(-n2c(O)c(C=NCC3(C)CC(O)CC(C)(C)C3)c(=O)[nH]c2=O)cc1 (stereo not given)
72) Cc1cc2nc(-c3ccc(NC(=O)c4ccccc4I)cc3)oc2cc1C
assay / entry | 65 | 66 | 67 | 68 | 69 | 70 | 71 | 72
FBW7 activator | -0.1 | 1.1 | -0.2 | 0.0 | 0.0 | -0.1 | 0.1&0.2 | -0.1
TEAD-YAP inh | -10.5 | 9.2 | 6.2 | 1.8 | 4.0 | -6.2 | 1.2&5.5 | -14.1
MITF inh | 8.1 | 3.3 | 5.5 | 2.1 | -2.7 | -4.5 | 5.5&-19.9 | -3.0
GPR151 activ | 0.6 | -1.4 | -0.6 | 0.3 | -0.8 | -3.4 | 0.3&-0.3 | 0.9

73) Cc1cccc(C(=O)Nc2ccc(S(=O)(=O)Nc3ncccn3)cc2)c1[N+](=O)[O-]
74) CCCCNC(=O)CN1C(=O)CCc2ccccc21
75) CCC1Sc2ccccc2N(CC(=O)NCCC(C)C)C1=O (stereo not given)
76) CCC(=O)N1CCN(c2ccc(NC(=O)c3ccc([N+](=O)[O-])o3)cc2)CC1
77) O=C(CCc1nnc(-c2ccsc2)o1)N1CCCCC1CCN1CCOCC1 (stereo not given)
78) CCOC(=O)c1cccc(NC(=O)c2cc(OC)c(OC)c(OC)c2)c1
79) O=C(O)c1cc(NCc2cccs2)ccc1N1CCOCC1
80) COc1ccc(/C(=N\O)c2ccccc2)c(O)c1
assay / entry | 73 | 74 | 75 | 76 | 77 | 78 | 79 | 80
FBW7 activator | 1.0 | 0.5 | 0.8 | -0.2 | 0.3 | 0.2 | 0.2 | 0.0
TEAD-YAP inh | 6.6 | -3.9 | 10.7 | -11.4 | -12.1 | 1.8 | -0.3 | 1.8
MITF inh | 0.0 | 6.5 | 11.5 | 8.8 | 17.6 | -3.1 | -18.1 | 0.8
GPR151 activ | 2.7 | -0.1 | -0.6 | -0.5 | -1.3 | 1.4 | 2.1 | 0.5

# Bioassay records deposited in PubChem by The Scripps Research Institute Molecular Screening Center.
